DRD3 agonist: D3 dopamine receptor (human) agonism | P35462 | D3R DiscoveRx beta-arrestin cells, luminescence, 90 min | max activation, % | hit rate 0.58% among 410,000; in the data active means max activation above about 30%; further: 0% is about no effect; mostly tested at two doses, the higher about 12 µM
Target sequence (P35462 whole entry, looked up): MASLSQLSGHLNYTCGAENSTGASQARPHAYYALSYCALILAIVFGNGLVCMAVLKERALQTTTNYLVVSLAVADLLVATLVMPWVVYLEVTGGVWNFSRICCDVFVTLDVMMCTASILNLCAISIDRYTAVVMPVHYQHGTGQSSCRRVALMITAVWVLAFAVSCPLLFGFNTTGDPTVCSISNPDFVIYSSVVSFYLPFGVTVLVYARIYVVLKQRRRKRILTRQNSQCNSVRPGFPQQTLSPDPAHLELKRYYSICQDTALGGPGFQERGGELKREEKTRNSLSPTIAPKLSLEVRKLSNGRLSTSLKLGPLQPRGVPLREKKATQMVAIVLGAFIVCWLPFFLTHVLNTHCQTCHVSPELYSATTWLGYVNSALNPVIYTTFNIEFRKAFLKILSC
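Agonist-mode cell screen: cells plated at 1500/well and incubated overnight at 37 °C, then exposed to library compounds for 90 min at 37 °C. Detection reagent was added for 30–60 min at room temperature, and luminescence was read.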
Akt phos inh: blocks phosphorylation of Akt. Neuro2A IGF-stimulated pAkt S473 HTRF, 20 min; stronger effect = lower value. activity change, % for hits at 50 µM. hit rate 0.32% among 360,000; in the data active means activity change below about -80%; inconclusive means mostly about -51% to -80%; further: on the % scale 0 is the no-effect control and ±100 the full control effect
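Neuro2A cells in DMEM with 0.5% FBS, overnight at 37 deg C, given compound at single 50 µM final, then IGF (6 nM final) for 20 min at 37 deg C. Lysed; phospho-Akt Ser473 by HTRF after 24 h, 665/615 ratio.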
DRD3 antagonist: antagonists of human D3 dopamine receptor. P35462. hit rate 2.5% among 360,000. D3R cells, DiscoveRx beta-arrestin luminescence, antagonist mode; stronger effect = lower value. AID 652054. max response, negative = inhibition, %; in the data active means max response below about -50%; inconclusive means no clear call, values can overlap the other calls; further: on the % scale 0 is the no-effect control and ±100 the full control effect; mostly tested at two doses, the higher about 12 µM
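Cells expressing the human receptor were seeded at 1500 cells/well, incubated overnight at 37 degrees C in 5% CO2, then exposed to library compounds with dopamine controls for 90 minutes at 37 degrees C before luminescent detection.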
CCT modulator: changes cytosolic chaperonin activity; activity change, % (concentration not given with the values), hits read low; purified chaperonin ATPase assay, HTRF ADP detection, 30 min; hit rate 0.3% among 360,000; in the data active means activity change below about -30%; further: on the % scale 0 is the no-effect control and ±100 the full control effect
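Enzyme 40 or 20 nM (batch-dependent) in Tris pH 7.4/KCl/MgCl2/DTT; cpd 76 uM single point; ATP 10 uM; 30 min 37 °C; Transcreener ADP HTRF detection, 30 min RT; ratio 665/615.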
PTHR1 ag: activates the human parathyroid hormone receptor PTHR1 | hit rate 0.075% among 410,000 | Potency, µM (top dose mostly 115 µM), for the others: top-dose activation, actives largely listed as activators | HEK293 GP2 PTHR1 cells, GloSensor cAMP luminescence, 1 h | Q03431 | AID 743266; further: potency means the concentration at half of the fitted maximal effect; nearly all actives have a fitted effect of over 55% in size; some results filed as inactive show a strong effect at the top dose; inactives centre near -15; many of its hits are not listed in these tables
Target sequence (Q03431 whole entry, looked up): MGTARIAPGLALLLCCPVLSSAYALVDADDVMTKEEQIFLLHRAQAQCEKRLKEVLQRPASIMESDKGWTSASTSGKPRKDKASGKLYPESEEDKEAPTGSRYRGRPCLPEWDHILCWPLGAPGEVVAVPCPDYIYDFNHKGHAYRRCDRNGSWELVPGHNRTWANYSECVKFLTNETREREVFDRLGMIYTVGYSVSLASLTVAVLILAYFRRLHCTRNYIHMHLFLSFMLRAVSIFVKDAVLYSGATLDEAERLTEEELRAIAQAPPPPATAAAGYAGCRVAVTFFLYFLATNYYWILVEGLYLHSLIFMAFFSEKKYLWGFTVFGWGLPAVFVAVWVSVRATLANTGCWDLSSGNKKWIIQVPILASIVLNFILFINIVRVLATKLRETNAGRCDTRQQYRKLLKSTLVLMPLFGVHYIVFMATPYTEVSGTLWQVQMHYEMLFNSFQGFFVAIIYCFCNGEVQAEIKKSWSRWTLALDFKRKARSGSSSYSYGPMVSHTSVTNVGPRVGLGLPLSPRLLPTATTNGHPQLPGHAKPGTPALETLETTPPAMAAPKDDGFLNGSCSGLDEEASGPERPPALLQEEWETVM
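HEK-293-derived GP2 cells expressing PTHR1 and a GloSensor cAMP reporter, 3,000/well, plated overnight, given luciferin plus IBMX (each 0.5 mM as added) for 1 h at 37 °C, then compound for 1 h at 37 °C. Luminescence was read after 15 min at room temperature.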
EPAC2 antag: blocks human EPAC2 exchange factor; AID 720708; Potency, µM (highest dose often 114 µM), without a hit: top-dose activity, negative = inhibition, actives largely listed as inhibitors; hit rate 0.18% among 360,000; EPAC2 GEF exchange of Rap1B-BODIPY-GDP, fluorescence; further: potency means the concentration at half of the fitted maximal effect; on the % scale 0 is the no-effect control and ±100 the full control effect; nearly all actives have a fitted effect of over 45% in size; many of its hits are not listed in these tables
Mm-Cpn inhibitor: blocks the Methanococcus maripaludis chaperonin Mm-Cpn; hit rate 0.031% among 330,000; purified Mm-Cpn ATPase, ADP Transcreener TR-FRET; Potency, µM (highest dose often 76.9 µM), inactives show at the top dose activity, negative = inhibition, usual class: inhibitors; further: potency means the concentration at half of the fitted maximal effect; on the % scale 0 is the no-effect control and ±100 the full control effect; nearly all actives have a fitted effect of over 80% in size
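ATPase read-out: TR-FRET ADP immunoassay (anti-ADP Eu cryptate vs ADP-d2), ex 320 nm, em 590/665 nm; signal drops as ADP forms. Enzyme 25 nM, ATP 10 uM, 30 min at 37°C after 10 min compound preincubation.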
EPAC2 ag: activates human EPAC2 exchange factor | Q8WZA2 | EPAC2 activation, biochemical qHTS; response scale: 100% = 6.5 mM cAMP response | Potency, µM (doses to about 154 µM), for the others: at the highest dose activation, usual class: activators | hit rate 0.079% among 360,000 | AID 720711; further: potency means the concentration at half of the fitted maximal effect; nearly all actives have a fitted effect of over 50% in size
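Each well held 100 nM EPAC2, 250 nM RAP1B-BODIPY-GDP and 50 uM GDP. Fluorescence, read at 5-min intervals to 30 min, was referenced to a 6.5 mM cAMP positive control.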
Numbers without * were called inactive; i = inactive; u = inconclusive; x = no result given; [ ] = remark or other dose. Unless noted, the call rests on the fitted dose curve; in most records, active means well fitted curve in the direction sought with a large enough effect; inconclusive means small, poorly fitted or top-dose-only effect, or another doubt; inactive means no such curve, though single readings can be large; an effect the other way counts as inactive or inconclusive. Only part of the results is shown (hit frequency here may not be typical).

SMILES	DRD3 agonist	Akt phos inh	DRD3 antagonist	CCT modulator	PTHR1 ag	EPAC2 antag	Mm-Cpn inhibitor	EPAC2 ag
Cc1c(C(=O)NCCCn2ccnc2)oc2ccccc12	1	i	2	-0.1	i	6%	1%	3%
O=C(OCC(=O)N1CCc2ccccc2C1)c1cccnc1Cl	-2	i	-12	-2.2	-25%	3%	1%	7%
Cc1noc(C)c1COC(=O)/C=C/c1ccccc1Cl	-6	i	-10	-2.2	i	-13%	1%	18%
COc1ccccc1NC(=S)N(Cc1ccco1)Cc1cc2cc(C)ccc2[nH]c1=O	-9	i	u	1.1	-35%	8%	2%	-5%
N#CCCN1CCN(CCC#N)c2ccccc21	17	i	21	-0.4	i	17%	x	6%
CCc1ccc(NC(=O)C(C)OC(=O)CC(NC(C)=O)c2ccccc2)cc1 (stereo not given)	-3	i	-3	-0.7	i	1%	-3%	9%
COc1ccccc1/C=C/C(=O)N1CCN(S(=O)(=O)c2cccs2)CC1	4	i	15	-0.3	-34%[inhibitor]	-4%	2%	-1%
CCOC(CNc1ncnc2sc(-c3ccccc3)cc12)OCC	1	i	2	-3.6	-23%	-11%	-5%	17%
CN(C(=O)CSc1nc2ccccc2o1)C1CCS(=O)(=O)C1 (stereo not given)	-3	i	-25	0.8	-5%	-2%	1%	6%
C/C(CC1CC(C)(C)OC1=O)=N/Nc1nc(-c2ccccc2)cs1 (stereo not given)	4	i	1	-0.3	-22%	-3%	1%	9%
Cc1nn(Cc2ccccc2Cl)c(C)c1NC(=O)c1noc2c1CCCCC2	-5	i	-26	-1.9	-11%	-6%	3%	22%
COc1ccc(-n2nnnc2C(c2cccs2)N2CCN(C/C=C/c3ccccc3)CC2)cc1 (stereo not given)	-23	i	-60*	2.4	-5%	9%	x	5%
O=C(N/N=C/c1cc([N+](=O)[O-])ccc1Cl)c1cc(-c2ccccc2)nc2ccccc12	1	i	24	-1.1	-31%[inhibitor]	13%	0%	1%
CCOC(=O)/C=C/c1cccc(OC)c1O	-4	i	-11	x	-50%[inhibitor]	-10%	x	7%
CN1CCN(C(=O)C2=C[C@@H](c3coc4ccccc4c3=O)C[C@@H](OCCCCO)O2)CC1	12	i	1	1.5	-14%	7%	x	16%

Random excerpt: 5 entries already listed, in no set order.
SMILES	DRD3 agonist	Akt phos inh	DRD3 antagonist	CCT modulator	PTHR1 ag	EPAC2 antag	Mm-Cpn inhibitor	EPAC2 ag
Cc1c(C(=O)NCCCn2ccnc2)oc2ccccc12	1	i	2	-0.1	i	6%	1%	3%
O=C(OCC(=O)N1CCc2ccccc2C1)c1cccnc1Cl	-2	i	-12	-2.2	-25%	3%	1%	7%
N#CCCN1CCN(CCC#N)c2ccccc21	17	i	21	-0.4	i	17%	x	6%
COc1ccccc1/C=C/C(=O)N1CCN(S(=O)(=O)c2cccs2)CC1	4	i	15	-0.3	-34%[inhibitor]	-4%	2%	-1%
CN(C(=O)CSc1nc2ccccc2o1)C1CCS(=O)(=O)C1 (stereo not given)	-3	i	-25	0.8	-5%	-2%	1%	6%

(next part)
SMILES	DRD3 agonist	Akt phos inh	DRD3 antagonist	CCT modulator	PTHR1 ag	EPAC2 antag	Mm-Cpn inhibitor	EPAC2 ag
O=C(CCN1CCc2ccccc2C(O)(c2ccccc2)C1)c1ccc2c(c1)OCCO2 (stereo not given)	-21	i	-74*	1.6	-2%	-4%	x	10%
COC(=O)CNC(=O)Cc1c(F)cccc1Cl	-6	i	-27	0.4	i	9%	-27%	2%
CC(=O)N(CCN(C)C)c1nc2cc3c(cc2s1)OCCO3	-8	i	-17	0.3	i	-1%	-2%	8%
Cn1c(=O)c2c(-c3ccccc3)n(-n3cnnc3)cc2n(C)c1=O	-4	i	0	0.3	i	4%	2%	0%
CCN(CC)S(=O)(=O)c1cccc(NC(=O)COC(=O)C2COc3ccccc3O2)c1 (stereo not given)	-1	i	1	-0.6	i	-7%	-1%	10%
C=CCN(CC=C)S(=O)(=O)c1ccc2nc(NC(=O)C3CCCO3)sc2c1 (stereo not given)	1	i	-19	-2.5	-3%	-11%	1%	3%
Fc1ccc(-c2cc(C(F)(F)F)nc(NCC3CCCO3)n2)cc1 (stereo not given)	-16	i	0	-5.5	-56%[inhibitor][57.5 µM]	-14%	3%	-24%
CNC(=O)c1cn(-c2ccccc2)c(=O)c2ccccc12	-18	i	-26	-1.0	-28%[57.5 µM]	-1%	0%	-4%
CCOc1ccccc1NC(=O)N1CCCN(c2ncccc2C#N)CC1	-14	i	-13	0.4	i	-1%	0%	13%
CCOc1ccccc1OCCCNCc1ccco1	-31	i	-27	0.4	i	4%	0%	4%
COc1ccc(C2SCCN2S(=O)(=O)c2ccc(F)cc2)cc1OC (stereo not given)	0	i	20	-1.6	i	-3%	0%	15%
O=[N+]([O-])c1ccc(OCCCn2cncn2)cc1	-2	i	12	-0.4	-16%	0%	3%	12%
Cc1ccccc1Cn1ccc(-c2ccc3c(c2)OCO3)n1	-1	i	15	-4.0	-11%[57.5 µM]	0%	0%	15%
COc1ccc(S(=O)(=O)Nc2ccccc2C(=O)NC2CC2)cc1NC(C)=O	5	i	4	1.2	i	11%	-5%	3%
Cc1cc(-c2ccccc2C(=O)NCc2ccccc2)on1	-1	i	-18	-0.3	i	14%	0%	-6%

A different layout for some results above.
Results follow in this order: DRD3 agonist	Akt phos inh	DRD3 antagonist	CCT modulator	PTHR1 ag	EPAC2 antag	Mm-Cpn inhibitor	EPAC2 ag
COc1ccc(S(=O)(=O)Nc2ccccc2C(=O)NC2CC2)cc1NC(C)=O
 : 5	i	4	1.2	i	11%	-5%	3%
COC(=O)CNC(=O)Cc1c(F)cccc1Cl
 : -6	i	-27	0.4	i	9%	-27%	2%
CCN(CC)S(=O)(=O)c1cccc(NC(=O)COC(=O)C2COc3ccccc3O2)c1 (stereo not given)
 : -1	i	1	-0.6	i	-7%	-1%	10%

Following part:
SMILES	DRD3 agonist	Akt phos inh	DRD3 antagonist	CCT modulator	PTHR1 ag	EPAC2 antag	Mm-Cpn inhibitor	EPAC2 ag
Cc1ccc(-c2nn3c(C)nnc3s2)cc1NC(=O)c1ccc(Br)o1	-1	i	-12	0.9	-17%	-7%	2%	8%
COc1cccc(Oc2ccc(N)cc2)c1	2	i	9	-1.1	-23%[57.5 µM]	4%	-2%	1%
Cc1[nH]n(-c2ccccc2)c(=O)c1-c1ccccc1	1	i	u	3.3	-6%[57.5 µM]	0%[57.1 µM]	u	0%
Cc1onc(-c2c(F)cccc2Cl)c1C(=O)N1CCN(S(C)(=O)=O)CC1	16	i	-12	0.0	i	11%	-12%	3%
CC1(C(=O)NCc2cccc3ccccc23)CCN1Cc1ccc(OC(F)(F)F)cc1 (stereo not given)	2	i	25	0.0	i	u	x	-16%
Cc1ccc(S(=O)(=O)NC(=O)C2(C)CCN2C(=O)Cc2ccc(-c3ccccc3)cc2)cc1 (stereo not given)	-8	i	9	0.1	-8%	u	x	0%
COc1ccc(C)cc1S(=O)(=O)NC1CCCCC1	-5	i	-24	-0.1	-8%[57.5 µM]	1%	0%	6%
CN(c1ccccc1)S(=O)(=O)c1cccc(NC(=O)CN2C(=O)NC3(CCCCC3)C2=O)c1	-2	i	-7	-0.9	-25%	-3%	1%	3%
COc1ccc(OC)c2nc(-c3cccnc3)ccc12	-11	i	-11	-5.3	-10%	-11%	-5%	9%
O=C1[C@@H]2[C@@H](CN3CN(c4ccccc4)N=C(c4ccccc4)[C@@]23c2ccccc2)C(=O)N1c1ccccc1	-10	i	-15	-14	-21%	11%	x	12%
Cc1cc(C)c(Cn2cnc(-c3ccc([N+](=O)[O-])cc3)c2)c(C)c1	-22	i	-28	1.0	i	18%	2%	5%
c1ccc(COc2ccc(OCCCCN3CCCC3)cc2)cc1	-17	i	-14	-1.8	-11%	10%	-2%	4%
COc1ccc(/C=N/NC2=NCCCCC2)cc1	-18	i	-16	0.6	i	10%	0%	-2%
COc1ccccc1CNCC(=O)Nc1ccc(N2CCOCC2)cc1	-4	i	-6	-5.0	i	-1%	-3%	7%
Clc1ccc(Nc2cc(-c3ccccc3)nc3ncnn23)cc1	-10	i	-5	3.7	i	5%	0%	2%
COc1cc(C(=O)Nc2nnc(CC(C)C)s2)c([N+](=O)[O-])cc1OC	-3	i	-6	1.1	i	-3%[57.1 µM]	-2%	14%
COC(=O)c1cc(C#N)c(Oc2ccccc2OC)nc1C	-9	i	-23	1.2	i	u	-1%	-1%
O=C(CCc1nc2ccccc2[nH]1)Nc1ccc2c(c1)OCO2	-15	i	u	-4.0	0%	-8%	0%	6%

Screening results: PubChem, National Center for Advancing Translational Sciences (NCATS)
